Assay outcomes as filed in PubChem.
XIAP antagonists: small molecules displacing peptide from XIAP – biochemical, IAP family, fluorescence polarization (AID 1018); XIAP BIR domain, fluorescence polarization peptide displacement; higher % means a stronger effect; displacement, % at 20 µM, or IC50 in µM where a hit was titrated; 200,000 compounds, 0.007% hits; in the data active = displacement above about 50%; note: a part of the inactive calls stands beside numbers as strong as those of hits
K1F lysis inhibition: inhibition of K1F phage lysis, E. coli UTI89, bacterial capsule biogenesis inhibitors, alamar blue (AID 488966); 340,000 compounds, 0.02% hits; inhibition, % at 100 µM; hits with a dose series show IC50 in µM; E. coli UTI89 K1F phage lysis, alamar blue, 2 h; higher % means a stronger effect;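 active = phage lysis inhibition, versus mean bacterial control, above a set limit; inconclusive = no clear call, values can overlap the other calls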;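 note: capsule biogenesis inhibitors block K1F phage lysis so surviving cells raise fluorescence; higher fluorescence means more inhibition of phage lysis; actives were called in the ten point dose series up to 300 µM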
SV40 large T antigen: TAg ATPase/helicase activity blockers – biochemical (AID 1903) | SV40 large T antigen ATPase/helicase inhibition assay; higher % means a stronger effect | one-dose inhibition, % at 20 µM; IC50 in µM for titrated hits | 310,000 compounds, 0.39% hits; in the data active = a potency from the dose series; inconclusive = inhibition mostly from about 32% at the one dose, without a potency; inactive = the rest, 99 in 100 with inhibition below about 32%; note: strong numbers were not always called active
NS5 inhibitors: Dengue-2 NS5 methyltransferase inhibitors, primary screen, biochemical, confirmation dose response (AID 588689). inhibition, % at 25 µM, or IC50 in µM where a hit was titrated. 340,000 compounds, 0.3% hits. Dengue-2 NS5 methyltransferase capping enzyme assay, biochemical; higher % means a stronger effect; in the data active = a potency from the dose series; inconclusive = inhibition above about 29% without an active follow-up result
West Nile antiviral: West Nile virus antiviral activity, cell-based, CPE readout (AID 1621) | West Nile virus-infected cells, CPE inhibition; higher % means a stronger effect | CPE inhibition, % at 10 µM, or IC50 in µM where a hit was titrated | 290,000 compounds, 0.02% hits; in the data active = a potency from the dose series; inconclusive = CPE inhibition mostly from about 3.7% at the one dose, without a potency; inactive = the rest, 99 in 100 with CPE inhibition below about 2.2%; note: strong numbers were not always called active
Yfh1-depleted yeast: enhancers of respiration in Yfh1-depleted yeast, dose response, Friedreich's ataxia, plus single-dose screen (AID 1465); fold induction at 50 µM; hits with a dose series show EC50 in µM; 220,000 compounds, 0.074% hits; S. cerevisiae Yfh1-off respiration, WST-1 reduction, 72 h; higher fold induction means a stronger effect;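 active = fold induction of absorbance versus untreated yeast above a set limit, then at least 30% activation at any dose in follow-up; inconclusive = repeats straddling the limit, or above it without dose testing; inactive = fold induction below the set limit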;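 note: activators that raise dye reduction in frataxin-depleted yeast; strong numbers were not always called active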
CSM14.1 death rescue: rescue of cells from ER stress-induced death, primary screen, 384-well, CSM14.1, thapsigargin, ATP luminescence (AID 1222). one-dose cellular ATP content (survival), % at 20 µM; EC50 in µM for titrated hits. 190,000 tested, under 10 active. CSM14.1 thapsigargin-induced death rescue, ATP luminescence; higher % means a stronger effect;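 active = EC50 below 50 µM in the dose-response confirmation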;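 note: death triggered by thapsigargin at about 15 µM added after 2 h compound pretreatment; cell ATP read after overnight thapsigargin exposure of roughly 18 to 22 hours; normalized against plate controls of thapsigargin alone and 5% DMSO vehicle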
RSV CPE inhibition: RSV antiviral activity via CPE protection, HEp-2 cells, primary 10 µM value included (AID 2391); HEp-2 cells, RSV-induced CPE inhibition; higher % means a stronger effect; CPE inhibition, % at 10 µM, or IC50 in µM where a hit was titrated; 310,000 compounds, 0.13% hits; in the data active = a potency from the dose series; inconclusive = CPE inhibition mostly from about 23% at the one dose, without a potency; inactive = the rest, 99 in 100 with CPE inhibition below about 21%; note: strong numbers were not always called active
WT yeast gro inh: growth inhibition of WT yeast, mitochondrial fusion screen. inhibition, % at 10 µM. AID 1362. 190,000 compounds, 2.1% hits. mitochondrial fusion phenotypic screen, WT strain; in the data active = inhibition above about 58%; tested in S. cerevisiae
WT yeast gro inh mutant strain: further read-out of WT yeast gro inh, marked with its call; inhibition, %; mitochondrial fusion phenotypic screen, mutant strain inhibition
Numbers without * were called inactive; i = inactive; ? = inconclusive; . = not tested or not shown; [ ] = dose if it differs, or a comment.

Compound,XIAP antagonists,K1F lysis inhibition,SV40 large T antigen,NS5 inhibitors,West Nile antiviral,Yfh1-depleted yeast,CSM14.1 death rescue,RSV CPE inhibition,WT yeast gro inh,WT yeast gro inh mutant strain
Cc1ccc(NC(=O)CN2C(=O)N/C(=C/c3ccc(N4CCOCC4)cc3)C2=O)cc1,1.4%,3.6%[50 µM],15%,3%,-0.4%,i,0.5%,-0.4%,11,8
O=C(NCc1ccccc1)N1CCC(c2nc3ccccc3[nH]2)CC1,-2.5%,3.1%,11%,-1%,0.0%,i,3.1%,0.9%,-13,-1
Cc1c(C)c2ccc(OCC(=O)NCc3ccccn3)cc2oc1=O,.,-0.1%,10%,-3%,0.1%,.,.,1.9%,.,.
O=C1N=NC(=O)N1c1ccccc1,.,0.9%,21%,-7%,0.3%,.,.,-0.8%,.,.
O=S1(=O)N=C(Nc2ccc(N3CCOCC3)c(Cl)c2)c2ccccc21,-3.3%,-0.9%,3%,1%,0.6%,i,0.7%,5.3%,1,-3
Cc1ccc(C)c(NC(=O)CN(C)C(=O)[C@@H](NC(=O)c2ccc(C(C)(C)C)cc2)C(C)C)c1,-0.6%,0.1%[50 µM],11%,0%,.,.,-1.3%,-1.2%,6,1
CC(C)(C)CN1CCNC[C@H]1Cc1ccc(O)cc1,.,0.0%,-7%,1%,.,.,.,-0.5%,.,.
O=C1c2ccccc2CN2C(=O)c3ccccc3CN12,.,0.0%,23%,-5%,0.3%,.,.,1.6%,.,.

Shown as labelled records: two of the compounds above.
> CC(C)(C)CN1CCNC[C@H]1Cc1ccc(O)cc1
  XIAP antagonists: .; K1F lysis inhibition: 0.0%; SV40 large T antigen: -7%; NS5 inhibitors: 1%; West Nile antiviral: .; Yfh1-depleted yeast: .; CSM14.1 death rescue: .; RSV CPE inhibition: -0.5%; WT yeast gro inh: .; WT yeast gro inh mutant strain: .
> O=C1c2ccccc2CN2C(=O)c3ccccc3CN12
  XIAP antagonists: .; K1F lysis inhibition: 0.0%; SV40 large T antigen: 23%; NS5 inhibitors: -5%; West Nile antiviral: 0.3%; Yfh1-depleted yeast: .; CSM14.1 death rescue: .; RSV CPE inhibition: 1.6%; WT yeast gro inh: .; WT yeast gro inh mutant strain: .

Following part.
Compound,XIAP antagonists,K1F lysis inhibition,SV40 large T antigen,NS5 inhibitors,West Nile antiviral,Yfh1-depleted yeast,CSM14.1 death rescue,RSV CPE inhibition,WT yeast gro inh,WT yeast gro inh mutant strain
Cn1cccc1/C=C1/SC(=S)N(CC(=O)O)C1=O,-2.1%,6.2%,14%,4%,-0.4%,.,2.4%,-0.1%,-20,3
CCN(Cc1ccccc1)C(c1cc2cc(C)cc(C)c2[nH]c1=O)c1nnnn1CCOC (stereo not drawn),0.8%,0.2%,6%,2%,-0.5%,i,1.7%,1.3%,1,5
O=C(O)c1cccc(CSc2nc(-c3ccccc3)cc(C(F)(F)F)n2)c1,-12%,-3.0%,13%,-3%,-0.1%,i,-3.1%,3.4%,-1,-18
CCCNC(=O)c1ccccc1NC(=O)c1ccccc1SC,-2.7%,0.0%,3%,-5%,1.1%,i,-0.7%,0.3%,16,9
CCOCCc1nnc(NC(=O)COC)s1,-1.9%,-0.2%,5%,-1%,-0.4%,i,-2.9%,1.4%,-14,-36
O=C(Nc1ccccc1N1CCOCC1)c1ccc([N+](=O)[O-])cc1,-3.4%,0.0%,22%,2%,0.2%,i,-0.7%,0.6%,-9,10
CCc1cc2c(=O)c(-c3ccc4c(c3)OCCO4)coc2c(CN2CCCCC2C)c1O (stereo not drawn),-5.1%,-0.1%,.,2%,1.1%,i,-0.9%,1.8%,3,-7
O=C(c1cc(-c2ccco2)on1)N1CCCc2ccccc21,-7.6%,4.2%,17%,-14%,0.0%,i,-1.0%,3.4%,6,8

(cont.)
Compound,XIAP antagonists,K1F lysis inhibition,SV40 large T antigen,NS5 inhibitors,West Nile antiviral,Yfh1-depleted yeast,CSM14.1 death rescue,RSV CPE inhibition,WT yeast gro inh,WT yeast gro inh mutant strain
COc1ccc(C(=O)NCCc2nc3cc([N+](=O)[O-])ccc3n2C)cc1,.,1.7%,12%,2%,-0.5%,i,.,0.3%,.,.
Cc1cc(C)c2c(CN3CC(C)OC(C)C3)cc(=O)oc2c1C (stereo not drawn),.,-0.3%,11%,-1%,-1.1%,.,.,6.2%,.,.
Cc1ccc[n+](CC(=O)N2CCCc3ccccc32)c1,-6.9%,-0.3%,23%,-12%,0.1%,i,1.6%,-1.4%,4,-11
O=C(COc1ccc(Cl)cc1)N/N=C/c1cccc2cccnc12,.,0.7%[50 µM],8%,0%,-0.4%,.,.,1.3%,.,.
Cc1ccc(C)c(S(=O)(=O)Nc2ccc(O)cc2)c1,-1.5%,1.2%,11µM*,-9%,-0.7%,i,0.4%,1.1%,2,4
O=C(c1ccc(S(=O)(=O)N2CCC(c3nc4ccccc4[nH]3)CC2)cc1)N1CCOCC1,-2.4%,4.5%,-2%,-6%,0.1%,i,-0.9%,2.6%,-13,-58
CN(CC(=O)Nc1ccccc1Cl)C(=O)COC(=O)c1ccc(Cl)nc1,.,1.3%[50 µM],9%,3%,.,.,.,-0.9%,.,.
O=C(O)CN1C(=O)S/C(=C\c2cccnc2)C1=O,.,0.4%,16%,-7%,0.1%,i,.,-0.2%,.,.

Going on with the list.
Compound,XIAP antagonists,K1F lysis inhibition,SV40 large T antigen,NS5 inhibitors,West Nile antiviral,Yfh1-depleted yeast,CSM14.1 death rescue,RSV CPE inhibition,WT yeast gro inh,WT yeast gro inh mutant strain
Cc1ccc(S(=O)(=O)NC2CC(C)(C)NC(C)(C)C2)cc1,.,-0.6%,5%,7%,0.2%,.,.,-0.3%,.,.
CCOC(=O)c1ccc(NC2c3ccccc3C(=O)N2c2ccccn2)cc1 (stereo not drawn),-1.3%,3.7%,0%,0%,-0.3%,i,-0.5%,1.4%,-1,-1
CCOC(=O)c1ccc(NC(=O)c2cccc(S(=O)(=O)N3CCOCC3)c2)cc1,-5.2%,-0.3%,9%,4%,0.7%,i,0.8%,1.5%,11,-2
COc1ccc(N2CCN(C(=O)c3ccc(Br)o3)CC2)cc1,.,-0.1%,17%,-1%,-0.2%,.,.,2.6%,.,.
Cc1cccc(CNc2ccc(C(CC(N)=O)NC(=O)c3cccc(Br)c3)cc2[N+](=O)[O-])c1 (stereo not drawn),.,-0.2%,18%,2%,?,i,.,1.5%,.,.
CC(=NCCc1ccccc1)C1=C(O)CCC1=O,0.5%,0.3%[50 µM],-1%,0%,0.4%,i,-1.2%,-1.7%,-5,-12
O=C(Nc1ccc(S(=O)(=O)N2CCCC2)cc1)c1ccc(OCC2CCCO2)cc1 (stereo not drawn),-3.9%,0.1%,28%,-2%,-1.4%,i,3.0%,-2.6%,-9,-18
Cc1ccc(NC(=O)CSc2nnc(Cc3cccn3C)n2-c2ccc(F)cc2)cc1,-3.6%,1.2%,7%,5%,-0.5%,i,.,5.4%,6,-5

The list goes on:
Compound,XIAP antagonists,K1F lysis inhibition,SV40 large T antigen,NS5 inhibitors,West Nile antiviral,Yfh1-depleted yeast,CSM14.1 death rescue,RSV CPE inhibition,WT yeast gro inh,WT yeast gro inh mutant strain
O=C(/C=C/Nc1ccc(F)c(Cl)c1)c1ccccc1,.,-0.2%,2%,-10%,-1.0%,.,.,1.8%,.,.
NC(=O)c1ccc(NC(=O)CN2CCN(c3ccc(Cl)cc3)CC2)cc1,-4.1%,1.1%,10%,-1%,0.0%,i,-0.7%,0.8%,-3,-35
CC(C)Oc1ccc(C(=O)Nc2ccc(N(C)C)cc2)cc1,-2.4%,0.1%,25µM*,13%,-0.3%,i,-1.7%,7.3%,-10,-10
Cc1cc(C)cc(NC(=S)NC2CC3CCC(C2)N3Cc2ccco2)c1 (stereo not drawn),-2.3%,0.5%,11%,-1%,.,.,-0.5%,-0.8%,79*,1.1*
CCOC(=O)C(NCc1ccco1)(NC(=O)c1ccccc1)C(F)(F)F (stereo not drawn),-8.3%,0.3%,4%,2%,0.0%,i,-1.7%,2.7%,13,17
COc1ccccc1OCC(=O)NCC1CCCN(C(=O)c2ccccc2C(C)=O)C1 (stereo not drawn),.,-0.1%,8%,-2%,-0.4%,.,.,1.5%,.,.
CCCn1ncc(CN2CCC(CO)(Cc3ccc(OC)cc3)CC2)c1C,-5.6%,.,23%,.,-0.5%,i,0.4%,-2.0%,12,15
CCc1cc2c(-c3ccccc3)cc(=O)oc2cc1OC(C)C(=O)NCC1CCC(C(=O)O)CC1 (stereo not drawn),.,0.1%,.,-6%,-0.4%,.,.,5.3%,.,.

Filtered by structure: the entries above containing a tert-butyl group
Compound,XIAP antagonists,K1F lysis inhibition,SV40 large T antigen,NS5 inhibitors,West Nile antiviral,Yfh1-depleted yeast,CSM14.1 death rescue,RSV CPE inhibition,WT yeast gro inh,WT yeast gro inh mutant strain
Cc1ccc(C)c(NC(=O)CN(C)C(=O)[C@@H](NC(=O)c2ccc(C(C)(C)C)cc2)C(C)C)c1,-0.6%,0.1%[50 µM],11%,0%,.,.,-1.3%,-1.2%,6,1
CC(C)(C)CN1CCNC[C@H]1Cc1ccc(O)cc1,.,0.0%,-7%,1%,.,.,.,-0.5%,.,.

Other results
Compound,XIAP antagonists,K1F lysis inhibition,SV40 large T antigen,NS5 inhibitors,West Nile antiviral,Yfh1-depleted yeast,CSM14.1 death rescue,RSV CPE inhibition,WT yeast gro inh,WT yeast gro inh mutant strain
Cc1nn(Cc2ccccc2)c(Cl)c1/C=C1\NC(=S)NC1=O,-4.4%,-0.7%,10%,-1%,-0.3%,i,1.1%,6.8%,-2,-1
CC1(C)CCCC(C)(C)N1CC(O)COCCOc1ccc(Br)cc1 (stereo not drawn),-3.1%,?,4%,1%,-0.1%,i,-3.4%,-1.0%,7,2
CC(=O)Nc1ccc(NC(=O)C/C(C)=N/NC(=O)c2cccc3ccccc23)cc1,.,0.3%,12%,-5%,0.1%,.,.,0.9%,.,.
CN(C)C(=O)CN1CCN(Cc2cn(C)nc2-c2ccc3c(c2)OCCO3)CC1,-0.2%,0.3%,7%,-5%,0.1%,i,-0.8%,-1.2%,-19,-10
COc1ccccc1C(=O)NC(=O)CSc1nncn1C,.,1.1%[50 µM],12%,0%,.,.,.,0.4%,.,.
COc1ccccc1N1CC(C(=O)Nc2ccc3c(c2)OCO3)CC1=O (stereo not drawn),-13%,-0.1%,5%,-2%,0.1%,i,-1.3%,0.1%,14,-4
S=C(NCCc1ccccc1)N1CCn2cccc2C1c1cccnc1 (stereo not drawn),-1.6%,0.1%,9%,-1%,-1.2%,i,.,-0.8%,10,-7
CC1=CC2=NC(=O)/C(=C\c3cc(C)n(-c4ccccc4)c3C)C(=N)N2O1,-4.4%,0.6%,22%,-1%,0.1%,i,0.0%,2.1%,4,-5
